Source: PubChem BioAssay (Dana-Farber Cancer Institute and Novartis Institutes for BioMedical Research (Cambridge, Mass))
UCHL1 block – inhibitors of human UCHL1 deubiquitinase; inhibition, % at 20 µM; 0.2% of 47,000 active; purified UCHL1, Ub-rhodamine cleavage fluorescence; P09936
USP17 block – blocks human USP17 ubiquitin-rhodamine cleavage; A8MUK1; purified USP17, Ub-rhodamine cleavage fluorescence, 3 h; inhibition, % at 50 µM; 6.5% of 47,000 active; AID 1645855
USP8 inh – inhibitors of human USP8 deubiquitinase; purified USP8, Ub-rhodamine cleavage fluorescence, 30 min; inhibition, % at 20 µM; 4.2% of 47,000 active; P40818
USP28 inh – human USP28 deubiquitinase inhibition | Q96RU2 | purified USP28, Ub-rhodamine cleavage fluorescence, 30 min | inhibition, % at 25 µM | 3% of 47,000 active | AID 1645857
OTUD3 block – blocks human OTUD3 ubiquitin-rhodamine cleavage. 0.7% of 47,000 active. inhibition, % at 25 µM. purified OTUD3, Ub-rhodamine fluorescence, 2 h. Q5T2D3
Target sequence (Q5T2D3 whole entry, looked up): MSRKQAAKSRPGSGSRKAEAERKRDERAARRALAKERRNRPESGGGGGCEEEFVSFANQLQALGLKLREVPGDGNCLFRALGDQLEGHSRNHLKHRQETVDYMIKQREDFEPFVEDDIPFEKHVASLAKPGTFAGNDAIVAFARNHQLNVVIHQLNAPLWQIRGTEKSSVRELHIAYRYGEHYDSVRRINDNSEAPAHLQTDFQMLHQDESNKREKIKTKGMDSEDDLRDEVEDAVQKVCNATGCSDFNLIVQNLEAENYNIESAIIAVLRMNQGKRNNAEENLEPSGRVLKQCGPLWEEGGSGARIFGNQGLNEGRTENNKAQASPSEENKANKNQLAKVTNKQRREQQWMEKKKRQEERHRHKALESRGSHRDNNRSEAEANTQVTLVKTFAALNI
USP30 block – human USP30 deubiquitinase inhibition. 5.3% of 47,000 active. inhibition, % at 25 µM. AID 1645860. purified USP30, Ub-rhodamine cleavage fluorescence. Q70CQ3
Target sequence (Q70CQ3 whole entry, looked up): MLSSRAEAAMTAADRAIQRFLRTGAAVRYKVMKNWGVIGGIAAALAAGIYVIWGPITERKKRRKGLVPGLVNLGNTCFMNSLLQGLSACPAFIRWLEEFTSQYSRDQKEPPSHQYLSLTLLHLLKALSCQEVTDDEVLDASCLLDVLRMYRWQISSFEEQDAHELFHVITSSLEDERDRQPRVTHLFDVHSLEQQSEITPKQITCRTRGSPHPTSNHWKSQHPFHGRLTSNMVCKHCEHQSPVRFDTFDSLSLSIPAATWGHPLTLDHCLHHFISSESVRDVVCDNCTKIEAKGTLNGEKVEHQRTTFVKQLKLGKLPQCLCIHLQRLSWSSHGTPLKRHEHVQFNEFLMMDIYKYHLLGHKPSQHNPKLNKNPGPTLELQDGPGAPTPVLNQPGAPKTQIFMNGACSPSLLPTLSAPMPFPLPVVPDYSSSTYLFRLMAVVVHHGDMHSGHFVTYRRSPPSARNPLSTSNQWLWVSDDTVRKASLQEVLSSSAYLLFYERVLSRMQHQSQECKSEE
USP7 inh – inhibitors of human USP7 deubiquitinase; Q93009; purified USP7, Ub-rhodamine cleavage fluorescence; inhibition, % at 20 µM; 0.3% of 47,000 active
USP10 block – blocks human USP10 ubiquitin-rhodamine cleavage; Q14694; inhibition, % at 20 µM; 1.1% of 47,000 active; purified USP10, Ub-rhodamine fluorescence, 60 min
An asterisk follows results filed as active; i = inactive; / = no result given. Rule as the data show it: active = inhibition above about 30%; inactive = the rest.

1	N#Cc1cnc2ccc(F)cc2c1N1CCC(C(=O)N2CCCCC2)CC1
2	COCCN1[C@H]2CCN(C(=O)c3ccccc3)CC[C@@H]2Oc2ccccc2S1(=O)=O
3	Cc1nnc(NC(=O)CN2CCCCC2c2nc(C3CC3)no2)s1 (stereo not drawn)
4	Cc1nc(-c2ccncc2)nc2c1CCC(=O)N2Cc1ccco1
5	Cc1ccc(C(C)C(=O)N2CCc3nc4ccccc4c(=O)n3CC2)cc1 (stereo not drawn)
6	Cc1[nH]ncc1CN1CCC2(CC1)CO[C@@H]([C@@]1(C)CC[C@H](O)C(C)(C)O1)C2
7	Cc1ccc(CC2CCCN(C(=O)c3cn4c(C)cccc4n3)C2)cn1 (stereo not drawn)
8	Cc1c(C(=O)NC2CCCC2)nnn1-c1cccc2c1CCN(Cc1ccncc1)C2

Screen / compound no.,1,2,3,4,5,6,7,8
UCHL1 block,1.9,0.0,-1.4,-11.2,0.9,0.2,2.7,-2.2
USP17 block,3.9,-7.3,1.5,-13.8,14.0,22.2,-4.1,-17.2
USP8 inh,14.7,2.0,2.5,4.2,27.5,10.5,0.2,-1.9
USP28 inh,3.9,6.5,-1.1,-18.8,10.2,9.2,5.1,-23.1
OTUD3 block,16.8,9.0,3.6,-11.2,15.9,15.3,4.2,-21.9
USP30 block,26.2,19.6,-6.3,-158.2,30.1*,24.1,-1.9,-59.9
USP7 inh,-21.8,-2.0,0.9,-19.0,-1.3,5.1,4.3,-7.0
USP10 block,-0.2,-4.2,-0.9,-5.8,2.4,0.6,1.1,-4.4

9	CC(=O)c1ccc(N2CCN(C(=O)CCC(=O)Nc3ccc4nc(N5CCN(C)CC5)cc(C)c4c3)CC2)cc1
10	CCc1ccc(NC(=O)CSc2nnc(-c3cnccn3)n2Cc2ccco2)cc1
11	Cc1nc(S(=O)(=O)N(C)C2CCCCC2)cn1C
12	COc1cccc(S(=O)(=O)N2CCN3Cc4ccccc4N(C)CC3C2)c1 (stereo not drawn)
13	C[C@H]1OC(=O)c2c(O)cc3c(c2[C@H]1O)C[C@H]1[C@@]2(C)C=CC(=O)C(C)(C)[C@@H]2C[C@H](O)[C@]1(C)O3
14	COc1cc([C@@H]2c3cc4c(cc3[C@H](O)[C@H]3COC(=O)[C@@H]23)OCO4)cc(OC)c1OC
15	c1ccc(CSc2ccc3nnc(-c4ccccn4)n3n2)nc1
16	c1cn(CCCNc2ncnc3nc[nH]c23)cn1

Screen / compound no.,9,10,11,12,13,14,15,16
UCHL1 block,-2.5,-0.9,1.5,-164.0,-0.9,5.3,2.7,1.1
USP17 block,-13.1,20.6,1.9,-120.5,-7.6,62.8*,-17.3,-1.8
USP8 inh,-6.3,8.9,-2.0,-298.2,-4.4,1.9,-0.6,0.1
USP28 inh,-11.4,-5.3,3.1,-223.5,-4.5,34.8*,-1.6,1.4
OTUD3 block,-28.5,-10.5,3.3,-153.3,-5.9,9.3,2.7,4.3
USP30 block,-40.1,-13.1,14.6,i,-7.6,70.5*,7.9,15.5
USP7 inh,-4.1,-3.7,4.5,-140.6,1.2,5.8,2.7,3.2
USP10 block,-3.0,-7.0,0.9,-4.8,-2.0,7.7,-1.5,1.9

17	O=C(Cn1c(=O)[nH]c2ccccc2c1=O)N[C@@H](C(=O)O)c1ccccc1
18	CN(C(=O)c1cnccn1)[C@H]1CC[C@@]2(C)C[C@H](c3ccccc3)C[C@](C)(O2)[C@@H]1O
19	COCc1cccc(-c2csc(C(O)c3ccc(F)c(F)c3)n2)c1 (stereo not drawn)
20	CCOc1ccc(CC(=O)NCCc2csc(C)n2)cc1
21	CSCC[C@@H](NC(=O)C1(c2ccccc2)CCN(C(=O)[C@@H]2CCCN2C(=O)OC(C)(C)C)CC1)C(=O)O
22	Clc1ccc2[nH]c3c(NCc4ccccc4)ncnc3c2c1
23	COC[C@@H]1C[C@@]1(CN1CCN(C(=O)CCN)CC1)c1ccccc1
24	Cc1nc(SCc2ccc(Cl)cc2)c2c(=O)n(C)c(=O)n(C)c2n1

Screen / compound no.,17,18,19,20,21,22,23,24
UCHL1 block,-1.4,-1.8,6.4,1.7,-4.5,-4.3,-0.2,-1.5
USP17 block,-1.2,0.4,8.5,19.7,0.3,22.0,-33.6,1.0
USP8 inh,-24.9,-2.5,7.7,1.5,2.9,-25.8,-94.9,4.1
USP28 inh,-8.0,-1.8,28.7,7.0,1.4,2.4,-13.7,-3.4
OTUD3 block,-3.9,-0.4,8.1,9.5,0.3,-3.2,-9.3,0.1
USP30 block,5.6,1.8,13.2,24.0,3.5,-23.0,-17.4,-0.9
USP7 inh,2.8,-0.1,3.0,3.4,-2.4,2.0,-2.1,-1.5
USP10 block,0.0,0.8,7.9,-0.4,0.0,-3.7,-4.9,-2.0

25	O=C1CC(c2ccc(Cl)cc2)Cc2nc(N3CCN(c4ccccn4)CC3)ncc21 (stereo not drawn)
26	CC(=O)c1ccc(N(C(=O)c2cccc(C)c2C)c2nc3ccccc3s2)cc1
27	COCCCn1c(C)c(C)c(S(=O)(=O)c2ccccc2)c1NC(=O)c1ccccc1
28	O=C(CCn1c(=O)c2ccccc2n(Cc2cccc([N+](=O)[O-])c2)c1=O)NCc1ccc2c(c1)OCO2
29	O=C(C1CCN(c2cnc(N3CCCC3)nc2)CC1)N1CCCC1
30	CCc1ccc(S(=O)(=O)NCc2c(C)nc3sc(C)nn23)cc1
31	COc1ccc(NC(=O)CC(c2ccccc2)c2ccccc2)cc1S(=O)(=O)N1CCOCC1
32	O=C(c1cnccn1)N1CCC[C@@]2(C[C@@H](Oc3ccc(Cl)cc3)CO2)C1

Screen / compound no.,25,26,27,28,29,30,31,32
UCHL1 block,-1.5,3.4,1.4,4.0,-1.4,-0.3,0.1,3.5
USP17 block,-0.1,-6.9,1.0,12.1,-7.2,-4.9,-10.9,10.2
USP8 inh,0.0,-19.9,2.7,21.9,7.1,-15.9,-5.5,18.5
USP28 inh,-1.3,-6.5,0.9,16.1,1.0,-8.2,-18.3,12.9
OTUD3 block,-3.1,-11.6,2.0,11.2,1.8,-5.2,-9.7,15.1
USP30 block,-5.0,-2.8,-0.1,29.9,-45.3,-12.9,-17.9,24.6
USP7 inh,-8.1,8.4,-1.1,7.3,1.2,0.0,0.2,3.2
USP10 block,2.9,0.8,0.9,2.9,-0.3,-0.2,-2.0,3.7

33	Oc1ccc(-c2nc3cnccn3c2NCc2ccc3c(c2)OCO3)cc1
34	O=C(c1cnc2ccccc2c1S(=O)(=O)c1ccc(Cl)cc1)N1CCCCC1
35	Cc1ccc(S(=O)(=O)[C@H]2CS(=O)(=O)C[C@@H]2NCc2ccccc2)cc1
36	O=c1c(Cc2ccccc2)c(O)ccn1CCc1cnc[nH]1
37	CC(=O)CCCSc1ncnc2c1sc1nc(N3CCOCC3)c3c(c12)CC(C)(C)OC3
38	CC(=O)N1CCN(S(=O)(=O)c2ccccc2)CC2(CNC(=O)C2)C1 (stereo not drawn)
39	O=C(c1cnccn1)N1CCCC(c2nccnc2-c2cccc(F)c2)C1 (stereo not drawn)
40	CN1Cc2ccccc2CN2CCN(S(=O)(=O)C3CCCC3)CC2C1 (stereo not drawn)

Screen / compound no.,33,34,35,36,37,38,39,40
UCHL1 block,-4.2,1.9,-1.6,1.7,1.1,0.0,-0.8,2.1
USP17 block,-78.4,-0.7,-0.6,8.4,16.1,/,-3.9,-12.1
USP8 inh,-101.1,-14.1,-1.2,5.8,1.1,-28.8,0.2,-2.1
USP28 inh,-120.0,-5.4,-4.5,/,10.6,3.2,0.5,-8.6
OTUD3 block,-191.9,0.8,-5.8,6.5,10.9,6.0,-2.8,-6.7
USP30 block,i,-0.4,-7.3,/,36.7*,17.9,0.6,-33.3
USP7 inh,0.0,-7.3,0.3,1.1,/,8.0,0.3,-1.8
USP10 block,-4.3,0.4,-1.0,2.2,0.0,3.5,0.0,-5.7

41	CCc1n[nH]c(=O)c2c1nnn2Cc1ccccc1F
42	COc1ccc(OC)c(-c2nc3sc4c(c3c(=O)[nH]2)CCCC4)c1
43	COc1ccc(NS(=O)(=O)c2cc(NC(=O)CCc3nc4ccccc4s3)ccc2C)cc1
44	CN1CCC(N2CCC[C@H]2c2nc(-c3ccc(-c4ccncc4)nc3)no2)CC1
45	O=C(O)COc1ccc2c(c1)O/C(=C\c1cccc(F)c1)C2=O
46	Cc1cccc(NS(=O)(=O)c2ccc3c(c2)NC(=O)CCS3)c1C
47	COc1ccc(C2CC(=O)Nc3c2sc(C(=O)O)c3-c2ccc(C)cc2)cc1O (stereo not drawn)
48	Cc1ccc(NC(=O)Cn2c(=O)n(CC(=O)NCc3ccco3)c(=O)c3ccccc32)cc1C

Screen / compound no.,41,42,43,44,45,46,47,48
UCHL1 block,0.1,-4.4,1.8,0.6,-1.8,2.7,-2.0,-7.0
USP17 block,18.4,-5.5,59.6*,-21.6,7.7,9.6,-0.1,63.1*
USP8 inh,25.1,-2.2,22.1,3.1,3.2,19.3,3.7,22.3
USP28 inh,7.7,-19.2,-2.3,-1.9,-1.0,19.0,-8.2,43.9*
OTUD3 block,6.4,-18.0,4.6,-3.6,1.8,8.0,-3.4,40.9*
USP30 block,-8.1,-35.8,35.2*,-38.1,2.9,26.8,-4.5,45.1*
USP7 inh,-48.6,0.8,-2.2,-2.1,1.9,3.0,0.4,-2.4
USP10 block,-0.4,-5.7,18.4,-7.8,3.6,3.6,-0.2,21.1

49	CC(=O)N1CCO[C@@H]2CCN(c3ncc(F)cn3)CC[C@H]21
50	O=C(Nc1nc2c(s1)CN(CC(=O)N1CCCc3ccccc31)CC2)c1cnccn1
51	CCc1ccc(NC(=O)Cn2c(=O)n(-c3ccc(CC(=O)NCc4ccco4)cc3)c(=O)c3ccccc32)cc1
52	CN1C[C@H]2C[C@H](C(=O)Nc3ccc4c(c3)OCO4)[C@@H](C1)O2
53	CC(=O)N1CCOc2cc(S(=O)(=O)N3CCCC3c3cc(C(C)C)no3)ccc21 (stereo not drawn)
54	NC(=O)c1cccc(-c2nccnc2C2CCCN(C3CCCC3)C2)c1 (stereo not drawn)
55	CC1=CN2C(=N)/C(=C/c3cn(Cc4ccc5c(c4)OCO5)c4ccccc34)C(=O)N=C2S1
56	CC1[C@@H]2[C@@H](C(=O)N3CCOCC3)C[C@H](CN1S(=O)(=O)c1cccc(Cl)c1)N2C (stereo partly drawn)

Screen / compound no.,49,50,51,52,53,54,55,56
UCHL1 block,-1.3,4.3,3.0,1.1,0.0,0.3,-50.7,0.6
USP17 block,-8.2,0.4,47.4*,2.0,-4.1,15.1,-122.4,9.0
USP8 inh,-37.1,-288.6,29.0,6.9,-9.6,14.6,-146.3,22.2
USP28 inh,-6.7,-1.6,0.3,10.7,26.9,10.5,-126.1,10.2
OTUD3 block,-5.4,-6.4,0.4,11.9,-1.5,12.4,-155.1,4.3
USP30 block,-8.7,-75.0,-22.4,20.0,-8.9,16.8,-434.4,5.5
USP7 inh,2.9,6.0,7.9,3.5,-1.6,7.0,-144.3,4.6
USP10 block,0.0,-11.2,21.4,2.4,1.8,5.6,-7.6,0.7

57	NC(=O)c1ccc(NC(=O)c2cnn(Cc3ccccc3)c2)cc1
58	CC1(C(=O)NCc2cccc(Cl)c2)Oc2cccnc2NC1=O (stereo not drawn)
59	O=C1CC(NS(=O)(=O)c2ccccc2)CN1Cc1ccccc1 (stereo not drawn)
60	CNc1nc2c(c(=O)n1-c1ccccc1)CCN(S(=O)(=O)c1ccc3ccccc3c1)C2
61	Cc1nc(-c2ccccc2)n(Cc2ccccc2)c(=O)c1CCO
62	Cc1cccc(C(=O)N2CCC3(CC2)OCCN3S(=O)(=O)c2ccccc2)c1
63	Cc1nc(C2CN(Cc3scnc3C)CCO2)cc(=O)[nH]1 (stereo not drawn)
64	O=C(Cn1cnc2c(oc3ccccc32)c1=O)NCc1ccccc1Cl

Screen / compound no.,57,58,59,60,61,62,63,64
UCHL1 block,0.2,0.1,0.4,3.3,4.9,-0.7,-1.3,4.1
USP17 block,37.8*,-7.8,1.4,-2.0,-11.0,-1.7,0.8,87.2*
USP8 inh,0.6,-7.4,4.0,1.8,13.5,-1.5,0.2,22.0
USP28 inh,8.4,-5.5,-22.9,12.7,/,-5.3,-3.8,0.6
OTUD3 block,6.8,-4.6,-2.6,-4.9,-3.2,-3.2,-2.2,3.4
USP30 block,15.4,-35.7,-1.9,0.2,/,-2.7,-3.5,-0.5
USP7 inh,-0.3,2.6,2.7,-27.1,-62.4,-3.8,-0.4,15.5
USP10 block,-2.6,-4.0,0.2,-0.6,3.5,1.1,-0.6,5.3

Some of the entries so far, as labelled records:
61	Cc1nc(-c2ccccc2)n(Cc2ccccc2)c(=O)c1CCO
  UCHL1 block: 4.9	USP17 block: -11.0	USP8 inh: 13.5	USP28 inh: /	OTUD3 block: -3.2	USP30 block: /	USP7 inh: -62.4	USP10 block: 3.5

60	CNc1nc2c(c(=O)n1-c1ccccc1)CCN(S(=O)(=O)c1ccc3ccccc3c1)C2
  UCHL1 block: 3.3	USP17 block: -2.0	USP8 inh: 1.8	USP28 inh: 12.7	OTUD3 block: -4.9	USP30 block: 0.2	USP7 inh: -27.1	USP10 block: -0.6
